Compound activity from PubChem.
Vif-APOBEC3G blk = Vif-A3G binding inhibition; Q9HC16; HeLa A3G-eYFP + Vif (tagged APOBEC3G with the HIV-1 protein that degrades it), YFP fluorescence, overnight; Potency, µM (top dose mostly 46.1 µM), for inactives: at the highest dose activity, negative = active, hits mostly inhibitors; actives 0.076% (n = 410,000); AID 602310;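 further: potency means the concentration at half of the fitted maximal effect; on the % scale 0 is the no-effect control and ±100 the full control effect; nearly all actives have a fitted effect of over 60% in size; hits raise eYFP signal because A3G escapes Vif-driven loss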
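HeLa cells stably expressing Vif and C-terminally eYFP-tagged A3G, seeded overnight at 37 deg C, then exposed to compound by pintool overnight at 37 deg C. Rise in yellow fluorescence (Ex 488/Em 500-530, Acumen) marks blocked Vif-driven A3G degradation.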
Vif-A3F inh = inhibitors of Vif-A3F interaction. actives 0.2% (n = 390,000). HeLa A3F-eYFP + Vif (tagged APOBEC3F with the HIV-1 protein that degrades it), YFP fluorescence increase. Potency, µM (titrated, usually from 46.1 µM), without a hit: at the highest dose activity, negative = active. AID 602313; further: potency means the concentration at half of the fitted maximal effect; % of control where 0% means no effect; nearly all actives have a fitted effect of over 65% in size
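HeLa cells stably expressing A3F-eYFP plus Vif, plated and incubated overnight at 37 deg C, then exposed to compounds overnight at 37 deg C. Blocked degradation read as raised yellow fluorescence (Ex 488/Em 500-530).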
RXFP1 antagonist = RXFP1 (human) relaxin receptor antagonism; activity change, negative = inhibition, % at 57.5 µM; HEK293-RXFP1, relaxin-stimulated cAMP HTRF, 30 min; active compounds read low; actives 0.59% (n = 350,000);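 active means activity change of -60% or lower, but not beyond a set lower limit; inconclusive means change between -60% and -40%, or beyond the set limit; inactive means change above -40%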; further: on the % scale 0 is the no-effect control and ±100 the full control effect
D1 potentiator = enhances dopamine response at the human D1 receptor; HEK293 TREx D1 cells, calcium flux, dopamine EC20 potentiation; AID 504651; P21728; potentiation, % at 10 µM; actives 0.036% (n = 360,000); in the data active means potentiation above about 30%; further: 0% is about no effect
Target sequence (P21728 whole entry, looked up): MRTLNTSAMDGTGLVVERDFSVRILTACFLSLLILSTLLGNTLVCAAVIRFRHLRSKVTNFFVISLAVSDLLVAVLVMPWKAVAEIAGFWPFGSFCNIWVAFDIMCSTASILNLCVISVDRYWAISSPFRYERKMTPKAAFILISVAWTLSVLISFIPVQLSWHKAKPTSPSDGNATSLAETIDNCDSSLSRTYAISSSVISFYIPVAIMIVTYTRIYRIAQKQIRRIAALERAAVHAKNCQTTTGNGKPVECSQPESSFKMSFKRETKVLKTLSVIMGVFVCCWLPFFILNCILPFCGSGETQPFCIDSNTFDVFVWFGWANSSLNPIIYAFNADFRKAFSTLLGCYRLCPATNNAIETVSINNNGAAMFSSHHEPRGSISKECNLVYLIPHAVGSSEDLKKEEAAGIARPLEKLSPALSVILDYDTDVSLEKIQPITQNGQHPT
GRP78 ERSR act = inducers of ER stress response in human glioma cells; U87-MG GRP78 promoter luciferase reporter, 16 h; Potency, µM, inactives show at the top dose activation, hits mostly activators; actives 0.02% (n = 420,000); AID 602332; further: potency means the concentration at half of the fitted maximal effect; series mostly up to about 76 µM; % of control where 0% means no effect; nearly all actives have a fitted effect of over 35% in size
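Stably transfected U87-MG glioma cells carrying a GRP78-based luciferase sensor; 16 h compound incubation. Luminescence end-point read 10 min after Bright-Glo addition at room temperature.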
D2 potentiator = positive allosteric modulators of human D2 dopamine receptor; P14416; HEK293 T-REx D2, calcium flux, EC20 dopamine potentiation; potentiation, % at 10 µM; actives 0.34% (n = 340,000); AID 485347;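 active means potentiation over 3 SD above the plate norm, cut at about 30% in these data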; further: 0% is about no effect
Target sequence (P14416 whole entry, looked up): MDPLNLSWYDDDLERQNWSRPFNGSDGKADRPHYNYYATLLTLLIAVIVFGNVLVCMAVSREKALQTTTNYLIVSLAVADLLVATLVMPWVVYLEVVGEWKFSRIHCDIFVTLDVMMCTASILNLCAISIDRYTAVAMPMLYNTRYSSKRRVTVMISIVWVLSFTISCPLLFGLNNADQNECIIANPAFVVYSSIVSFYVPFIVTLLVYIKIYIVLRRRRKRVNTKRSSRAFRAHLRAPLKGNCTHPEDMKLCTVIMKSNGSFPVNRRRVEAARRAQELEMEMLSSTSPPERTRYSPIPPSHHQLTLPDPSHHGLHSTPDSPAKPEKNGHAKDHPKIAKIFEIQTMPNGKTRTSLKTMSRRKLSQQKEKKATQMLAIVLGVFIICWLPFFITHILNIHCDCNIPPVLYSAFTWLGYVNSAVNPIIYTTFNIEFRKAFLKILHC
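Tetracycline-induced Hek293 Trex D2 cells, force-coupled to calcium, loaded with no-wash calcium dye. Compound added with 180 s kinetic read for agonism, then EC20 dopamine and a further 180 s read for potentiation.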
D1 antag = blocks dopamine activation of the human D1 receptor; P21728; HEK293 TREx D1 cells, calcium flux, dopamine EC80; active compounds read low; activity change, negative = inhibition, % at 10 µM; actives 3.2% (n = 360,000); AID 504652; in the data active means activity change below about -30%; further: on the % scale 0 is the no-effect control and ±100 the full control effect
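Inducible Hek293 Trex D1 cells (tetracycline, overnight, 30 C). Calcium dye 30–90 min RT. Antagonist mode: EC80 dopamine added after 180 s compound read.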
D1 ag = activates the human D1 dopamine receptor; P21728; HEK293 T-REx D1 cells, calcium flux, agonist mode; activation, % at 2 µM; actives 1% (n = 360,000); in the data active means activation above about 30%; further: 0% is about no effect
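Tetracycline-induced HEK293 TREx D1 cells, force-coupled to calcium signalling, were dye-loaded with a no-wash calcium kit. Compound was pin-added after a 10 s baseline. Fluorescence was read kinetically at 1 cycle/s for 180 s, with calcium rises flagged as agonism.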
RXFP1 agonist = RXFP1 (human) receptor agonism | AID 2676 | actives 0.3% (n = 370,000) | HEK293T-RXFP1 cAMP TR-FRET, 30 min; response scale: percent of porcine relaxin response, buffer zero | Potency, µM (highest dose often 57.5 µM), inactives show at the top dose activation, most hits filed as activators; further: potency means the concentration at half of the fitted maximal effect; on the % scale 0 is the no-effect control and ±100 the full control effect; nearly all actives have a fitted effect of over 60% in size; many of its hits are not listed in these tables
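HEK293T cells stably expressing RXFP1 were pretreated with the PDE4 inhibitor Ro 20174, exposed to compounds for 30 min at 37C, lysed, and cAMP was read by TR-FRET. Data normalized to buffer (basal) and 29 nM porcine relaxin (100%).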
* hit, by the source's call; ? = inconclusive; / = no result given; & = joins results of further samples. Unless noted, the call rests on the fitted dose curve; in most records, active means well fitted curve in the direction sought with a large enough effect; inconclusive means small, poorly fitted or top-dose-only effect, or another doubt; inactive means no such curve, though single readings can be large; an effect the other way counts as inactive or inconclusive. The list is partial (hit frequency here may not be typical).

SMILES | Vif-APOBEC3G blk | Vif-A3F inh | RXFP1 antagonist | D1 potentiator | GRP78 ERSR act | D2 potentiator | D1 antag | D1 ag | RXFP1 agonist
CN(CCOc1ccc(Cl)cc1)C(=O)Cc1ccc(S(=O)(=O)N2CCOCC2)s1 | 0.0% | 0.6% | 1.5 | / | -5.3% | -4.9 | -24.0 | 24.9 | 1.0%
COc1ccccc1NC(=O)Oc1ccc(C(C)=O)cc1 | 1.0% | -3.9% | -9.1 | -4.4 | -5.2% | 7.7 | -7.5 | -1.2 | 0.1%
CCOC(=O)c1cccc(NC(=O)c2sc3nc[nH]c(=O)c3c2C)c1 | -4.7% | 0.5% | -2.2 | -0.6 | 0.2% | -8.0 | 2.1 | 1.9 | 12.4%
CCOc1ccc(/C=N/O)cc1 | -4.9% | 0.2% | / | 4.2 | 0.5% | 6.7 | -5.1 | -3.5 | 0.7%
COc1cccc(CC2(CO)CCN(Cc3ccc4cccc(F)c4n3)CC2)c1 | -0.5% | -2.9% | -4.0 | -1.1 | -6.8% | -22.4 | 3.2 | 6.6 | 1.0%
Cc1nc(Nc2ccc(F)cc2)[nH]c(=O)c1CCC(C)C | -7.0% | -14.6% | -12.9 | 0.1 | -2.2% | -24.9 | 12.3 | -0.4 | 0.2%
CCOc1ncccc1C(=O)OCc1cc(=O)oc2c(C)c(C)ccc12 | 1.2% | -10.9% | 8.8 | -2.5 | -4.3% | 7.2 | -17.3 | 2.0 | 3.2%
Cc1ccccc1NC(=O)N1CCCC1C(=O)NCc1ccccc1 (centres undefined) | 6.2% | 0.8% | 3.3 | -1.8 | -2.5% | -6.4 | -16.0 | 8.8 | -0.6%
CC1Cc2ccccc2N1C(=O)CSc1nc2ccccc2o1 (centres undefined) | -4.1% | -14.4% | -10.6 | 3.5 | 3.9% | -1.8 | 12.4 | 3.6 | 1.9%
O=C(NCc1ccc2c(c1)OCO2)c1ccc2c(c1)C(=O)N(Cc1cccnc1)C2=O | 0.8% | -7.1% | -5.3 | 3.0 | -1.9% | -11.0 | -5.8 | 0.8 | 1.3%
COc1ccc(NC(=O)CCc2nc3ccccc3c(=O)[nH]2)cc1S(=O)(=O)N1CCCCC1 | -2.4% | 2.4% | -3.4 | / | -3.5% | / | / | / | /
CCc1cccc(NC(=O)CSc2nc3ccsc3c(=O)n2CC)c1 | -6.1% | 2.1% | / | -1.2 | -3.1% | 16.8 | -4.6 | 13.9 | 9.1%
O=C(CSc1nnc(CNc2ccccc2)o1)c1ccc2c(c1)OCCO2 | 1.0% | 1.4% | -19.1 | 1.2 | -2.1% | 3.3 | 0.5 | 0.6 | 0.5%
CCOC(=O)Nc1ccc2c(c1)N(C(=O)CN1CCN(C)CC1)c1ccccc1CC2 | -1.0% | -1.5% | -1.6 | -18.2 | -3.4% | -17.9 | -10.6 | 4.1 | 1.2%
CCOC(=O)N1CCN(C(=S)NC(=O)C23CC4CC(CC(C4)C2)C3)CC1 | 1.1% | 6.5% | 9.5 | -5.6 | -3.0% | -2.7 | -2.6 | -0.3 | 1.7%
CC(=O)Nc1ccc(NC(=O)C(C)OC(=O)C2CC3C=CC2C3)cc1 (centres undefined) | 3.0% | 0.0% | 0.3 | -7.8 | 0.6% | -4.2 | 2.3 | 2.1 | 0.1%
O=C(NNC1=C(C(=O)C(F)(F)F)CCC1)c1cccc(Cl)c1 | -0.7% | 4.5% | -10.7 | -2.0 | 3.1% | -0.8 | -2.5 | 5.0 | 0.4%
CCOC(=O)c1[nH]c(COC(=O)C2CC(=O)N(Cc3ccccc3)C2)c(C(=O)OCC)c1C (centres undefined) | 6.9% | 9.5% | -5.1 | -1.3 | -4.5% | -4.4 | 3.2 | 2.6 | -1.2%
O=C(N/N=C/c1ccccc1)NC1CCCCC1 | -2.4% | 2.9% | -1.3 | -0.7 | 3.9% | 2.9 | -7.5 | -0.6 | -0.6%
COc1ccc(C(=O)N(C)C2CCCN(Cc3ccccc3F)C2)cc1OC (centres undefined) | -0.6% | 4.7% | -2.6 | 2.3 | 0.2% | 0.8 | -6.1 | 4.3 | 0.6%
Nc1ccc(SCC(=O)Nc2cccc([N+](=O)[O-])c2)cc1 | 0.9% | -12.3% | -17.9 | -8.3 | 0.6% | / | -48.8* | 4.7 | -0.8%
Cc1ccc(S(=O)(=O)N2CCCC2)cc1C(=O)Nc1ccc(-n2cnnn2)cc1 | 1.3% | -18.8% | 0.4 | -10.1 | -0.4% | -3.6 | -30.5* | 4.6 | -0.8%
O=C(c1ccc(COc2ccccc2Cl)o1)N1CCN(Cc2ccc3c(c2)OCO3)CC1 | 1.9%&1.3% | -11.5%&5.9% | -6.2&-6.2 | -2.5&2.8 | -3.9%&-4.6% | -14.7&-4.2 | 9.0&-13.0 | 2.2&1.0 | 1.6%&1.8%
CCCCOc1ccc(C(=O)NCC(=O)OCCCOC(=O)CNC(=O)c2ccc(OCCCC)cc2)cc1 | 0.2% | -10.3% | -1.2 | / | -4.2% | / | / | / | /
Cc1nc2cc(-c3ccc(F)cc3)nn2c(N2CCOCC2)c1C | / | / | / | 0.5 | / | 1.2 | -5.9 | 2.8 | 3.6%
Cc1ccsc1/C=N/NC(=O)CN1CCN(Cc2ccccc2)CC1 | -2.3% | -1.2% | 7.2 | -3.0 | -0.8% | -10.7 | -28.4 | 0.4 | 1.1%
S=C(NCc1ccccc1)Nc1ccncc1 | 1.8% | 1.4% | 3.4 | -17.4 | -7.1% | 6.7 | -55.9* | 7.7 | 0.3%
COc1ccc(CCNC(=O)COc2cc(O)c3c(c2)OC(C)(C)CC3=O)cc1OC | -0.1% | -1.9% | / | -3.9 | -0.3% | 15.6 | -11.1 | 2.9 | 3.6%
CCOc1ccc(CNC(=O)CCc2c(C)nn(-c3ccc(N4CCCCC4)nn3)c2C)cc1 | 3.3% | -6.2% | 6.8 | 2.8 | -3.9% | -1.1 | -12.9 | 1.2 | 4.8%
CC(C)N1CC(COc2ccc(Cl)cc2Cl)OC1=O (centres undefined) | 0.1% | 14.6% | -0.9 | -3.4 | 5.3% | -2.2 | -25.8 | -0.4 | -1.6%

Entries of single compounds as entered above. Order of values: Vif-APOBEC3G blk	Vif-A3F inh	RXFP1 antagonist	D1 potentiator	GRP78 ERSR act	D2 potentiator	D1 antag	D1 ag	RXFP1 agonist
Entry for `O=C(N/N=C/c1ccccc1)NC1CCCCC1` = -2.4%	2.9%	-1.3	-0.7	3.9%	2.9	-7.5	-0.6	-0.6%
Entry for `CC(=O)Nc1ccc(NC(=O)C(C)OC(=O)C2CC3C=CC2C3)cc1` (centres undefined) = 3.0%	0.0%	0.3	-7.8	0.6%	-4.2	2.3	2.1	0.1%

Following part.
SMILES | Vif-APOBEC3G blk | Vif-A3F inh | RXFP1 antagonist | D1 potentiator | GRP78 ERSR act | D2 potentiator | D1 antag | D1 ag | RXFP1 agonist
Cc1cccc(N2C(=O)C(O)=C(C(=O)c3cccs3)C2c2ccc(F)cc2)n1 (centres undefined) | 0.3% | -13.0% | 2.2 | -5.3 | -2.3% | -6.5 | 3.1 | 0.7 | ?
COc1ccc(/C=C/C(=O)NCCCN2CCCCCC2)cc1 | -7.7% | 4.5% | 5.0 | -10.2 | -1.9% | -5.7 | 12.4 | 0.9 | 1.4%
CCN1CCN(C(=O)Cn2ncc3ccsc3c2=O)CC1 | -2.4% | 3.9% | 1.3 | -0.8 | -4.9% | 2.6 | -2.7 | -3.4 | 2.6%
COCCCN1C(=O)C(=O)/C(=C(/O)c2ccc(S(=O)(=O)N3CCOCC3)cc2)C1c1ccc(OC)cc1 (centres undefined) | -3.4% | 4.8% | -1.2 | -3.1 | -1.8% | 0.3 | -9.4 | 3.1 | 0.3%
Cc1ccc(OCC(=O)NNC(=O)CCC(=O)Nc2ccc(C)cc2C)cc1 | 0.3% | -0.1% | 11.8 | 0.6 | -2.9% | -2.7 | -5.6 | 0.7 | -0.7%
CC(Sc1nnc(N)s1)C(=O)c1c(N)n(C)c(=O)n(C)c1=O (centres undefined) | 0.5% | -11.6% | 1.2 | -5.5 | -5.8% | 4.7 | -4.4 | 8.5 | 2.1%
COc1ccc(NC(=O)CSc2nnc3n2CCCCC3)cc1S(=O)(=O)N1CCOCC1 | 1.9% | -0.6% | -2.4 | 2.9 | -2.9% | 7.2 | -11.2 | 1.8 | 0.4%
COc1ccc(NC(=O)[C@H]2O[C@@H]3OC(C)(C)O[C@@H]3[C@H]3OC(C)(C)O[C@H]32)c(OC)c1 | 2.6% | 3.9% | -11.0 | -0.5 | -2.2% | -4.0 | 4.1 | -3.5 | 0.5%
COc1ccccc1C(=O)COC(=O)c1cccc(S(=O)(=O)N2CCCC2)c1 | -2.6% | 6.6% | 4.9 | -3.1 | -2.0% | / | -4.8 | 4.0 | -3.0%
CS(=O)(=O)c1nc(S(=O)(=O)c2ccc(Cl)cc2)c(NCCCN2CCCC2=O)s1 | -0.7% | 3.6% | 7.4 | 2.7 | -5.2% | 11.6 | -0.4 | 0.5 | 6.2%
CCN1CCN(C(=S)Nc2cccc(C(F)(F)F)c2)CC1 | -0.5% | -0.1% | -5.4 | -9.8 | 3.3% | -7.2 | -9.9 | 3.7 | -0.3%
Cc1[nH]c2c([N+](=O)[O-])cccc2c1C | -1.8% | 3.0% | 3.1 | -0.5 | -0.6% | 0.6 | 2.6 | -0.8 | -3.6%
O=C1ON=C(c2cccc([N+](=O)[O-])c2)/C1=C/c1ccc(O)cc1 | -25.4% | -7.6% | -3.9 | -3.0 | -11.2% | -0.6 | 13.5 | 2.3 | -0.4%
COc1cc(CC(=O)Nc2nccs2)cc(OC)c1OC | 1.8% | -3.5% | -0.5 | 1.2 | 0.1% | / | 5.8 | 2.1 | -0.6%
CCCCC(CCCC)=N/N=C/c1c(O)n(CC)c2cc(C3=NNC(=O)CC3)ccc12 | 0.2% | 0.3% | -2.7 | 0.0 | -0.2% | 6.3 | 2.8 | 0.1 | 3.4%
COC(=O)CCC[C@H]1CC2(C[C@H](CCCO[Si](C)(C)C(C)(C)C)N1C(=O)OC(C)(C)C)OCCO2 | 0.7% | 9.0% | / | -1.8 | -4.8% | 8.5 | -0.6 | 2.2 | -0.2%
Cc1ccc(NC(=S)N2CCC(c3ccccc3)C2)c(Cl)c1 (centres undefined) | -3.3% | -6.3% | -10.4 | -5.9 | -7.7% | -2.5 | -1.7 | 3.1 | -0.2%
